eIF4E-4G inh: eIF4E–eIF4G protein interaction inhibitors, primary screen, biochemical, uHTS, TR-FRET, eIF4GI fragment | Eukaryotic translation initiation factor 4E (Mus musculus) + Eukaryotic translation … | TR-FRET eIF4E-eIF4GI(517-606) binding, 2 h | inhibition, % at 21.7 µM | 0.37% of 220,000 active | AID 782, 2007;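 active = inhibition above about 30%, limit read from the data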;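 note: 0% = full FRET control wells and 100% = background wells lacking eIF4GI fragment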
p97 ATPase inh: inhibitors of human p97 ATPase, primary screen, biochemical; 0.42% of 220,000 active; recombinant p97 ATPase, Kinase-Glo ATP luminescence, 3 h; inhibition, % at 8 µM; Transitional endoplasmic reticulum ATPase (Homo sapiens), P55072; in the data active = inhibition above about 15%;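 note: 0% = DMSO vehicle and 100% = wells lacking enzyme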
Target sequence (P55072 whole entry, looked up): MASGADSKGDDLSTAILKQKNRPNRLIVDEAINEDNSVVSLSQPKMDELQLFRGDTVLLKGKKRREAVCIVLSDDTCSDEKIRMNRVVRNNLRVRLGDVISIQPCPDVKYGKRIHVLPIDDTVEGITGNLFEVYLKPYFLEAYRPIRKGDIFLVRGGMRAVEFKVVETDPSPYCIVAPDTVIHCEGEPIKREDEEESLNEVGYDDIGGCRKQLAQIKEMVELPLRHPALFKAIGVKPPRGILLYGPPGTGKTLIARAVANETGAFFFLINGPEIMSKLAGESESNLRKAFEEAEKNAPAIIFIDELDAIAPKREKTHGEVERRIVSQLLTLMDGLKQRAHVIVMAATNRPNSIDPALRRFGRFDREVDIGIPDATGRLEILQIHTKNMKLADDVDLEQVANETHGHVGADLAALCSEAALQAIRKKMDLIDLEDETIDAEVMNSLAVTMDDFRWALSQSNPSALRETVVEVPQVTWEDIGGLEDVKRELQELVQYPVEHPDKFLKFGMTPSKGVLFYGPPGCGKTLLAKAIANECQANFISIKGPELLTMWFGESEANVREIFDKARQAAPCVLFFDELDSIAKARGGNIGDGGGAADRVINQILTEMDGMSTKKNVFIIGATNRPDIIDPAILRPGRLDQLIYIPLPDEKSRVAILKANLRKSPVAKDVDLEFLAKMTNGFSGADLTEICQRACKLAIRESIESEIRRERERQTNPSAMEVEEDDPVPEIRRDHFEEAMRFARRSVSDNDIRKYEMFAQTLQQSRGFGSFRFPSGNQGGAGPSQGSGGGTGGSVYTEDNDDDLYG
S1P4 agonist: S1P4 receptor agonists, primary screen, cell-based | S1P4-expressing cell line, agonist reporter assay | AID 1509, 2009 | activation, % at 4.98 µM | 0.35% of 220,000 active; in the data active = activation above about 11%;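 note: 0% = DMSO vehicle and 100% = reference agonist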
NPY-Y1 PAM-ag: NPY-Y1 receptor potentiators or agonists, primary screen, cell-based; NPY-Y1 expressing cells, potentiator/agonist activation; 0.37% of 220,000 active; Neuropeptide Y receptor type 1 (Homo sapiens), P25929; activation, % at 3.6 µM; in the data active = activation above about 33%, passing the limit was not always enough;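 note: cells stimulated with NPY at EC10 then isoproterenol at EC100; 0% = low agonist plus stimulus and 100% = saturating agonist plus stimulus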
S1P4 antagonist: S1P4 receptor antagonists, primary screen, cell-based | S1P4-expressing cells, antagonist mode, reporter read-out | inhibition, % at 4.98 µM | 0.26% of 220,000 active | AID 1510, 2009; in the data active = inhibition above about 29%;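 note: 0% = wells stimulated with agonist and 100% = vehicle wells without agonist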
PGE2 EP2 inh: human EP2 receptor antagonists, primary screen, TR-FRET cAMP, C6 glioma cells; Prostaglandin E2 receptor EP2 subtype (Homo sapiens), P43116; inhibition, % at 25 µM; 0.52% of 260,000 active; C6 glioma cells expressing human EP2; cells stimulated with saturating PGE2;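 active = percent inhibition above 40 after rounding to a whole number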;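 note: rat C6 glioma host cells with rolipram phosphodiesterase inhibitor present; the protocol text gives 20 µM as final concentration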
EP2 mod: EP2 receptor modulators, cAMP readout, primary screen, cell-based, HTRF cAMP, PGE2 stimulation | EP2-expressing cells, cAMP HTRF FRET, PGE2 co-stimulation | 0.83% of 260,000 active | induction, % at 25 µM | AID 940, 2007;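 active = compounds whose cAMP rise, as percent of the full-agonist control response, exceeds 60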;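 note: rat C6 glioma line stably carrying human EP2 under a CMV promoter; the protocol text gives 20 µM as final concentration; 100% = response of wells given 1 µM PGE2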
NPY Y1 blocker: NPY-Y1 receptor antagonists, primary screen, cell-based. Neuropeptide Y receptor type 1 (Homo sapiens), P25929. HEK293-CNG Y1 cells, membrane potential fluorescence; NPY at EC95, then isoproterenol. inhibition, % at 3.6 µM. 1% of 200,000 active;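 active = inhibition above the campaign mean inhibition of all tested compounds plus 3 SD, cut at about 20% in these data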;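 note: 0% = DMSO wells given NPY plus isoproterenol and 100% = isoproterenol alone without NPY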
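Assay system: HEK293 Y1/CNG channel cell line; Doses: single compound dose of 3.6 µM, 0.4% DMSO; Timing: dye 3 h, compound 60 min room temperature, stimulation 45 min; Technique: Membrane-potential fluorescent dye readout; Measure: % inhibition of NPY effect.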
NPY-Y2 PAM-ag: NPY-Y2 potentiators or agonists, primary screen, cell-based; Neuropeptide Y receptor type 2 (Homo sapiens), P49146; cells expressing NPY-Y2, potentiator/agonist read-out; activation, % at 3.6 µM; 0.45% of 220,000 active; AID 1359, 2008; in the data active = activation above about 27%;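 note: cells stimulated with NPY near EC25 plus isoproterenol at EC100; 0% = vehicle plus submaximal agonist and 100% = vehicle plus saturating agonist; some results beyond the cut were filed as inactive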
Starred values were filed as active, the others as inactive; · = not tested or not shown; & = joins results of further samples; [ ] = remark or other dose.

SMILES	eIF4E-4G inh	p97 ATPase inh	S1P4 agonist	NPY-Y1 PAM-ag	S1P4 antagonist	PGE2 EP2 inh	EP2 mod	NPY Y1 blocker	NPY-Y2 PAM-ag
COc1ccc(C2CC(c3ccc(F)cc3)n3nc(NC(=O)c4ccco4)nc3N2)cc1 (stereo not given)	-7	5	-0.4	8	-11	9	9	·	-11
Cc1ccc(CNC(=O)c2nc3nc(C)cc(C)n3n2)cc1	-1	-3	0.4	-22	-23	5	45	15	-26
CCn1cc(C(=O)O)c(=O)c2cc(F)c(N/N=C/c3ccccc3)cc21	1	6	2.4	4	-3	4	-11	-1	0
COc1ccc2c(C)cc(SCC(=O)NCCN3C(=O)CSC3=O)nc2c1	5	2	0.9	3	2	7	14	7	6
COc1cc(/C=N/n2cnnc2)ccc1OCCSc1ccc(C)cc1	12	-3	-2.8	-10	-5	13	-26	6	-4
COc1cccc(-n2nc(C(=O)N3CCN(Cc4ccccc4)CC3)c3ccccc3c2=O)c1	-5	2	0.3	-3	-9	4	10	0	-1
O=C(c1ccc(COc2ccc(Cl)cc2)o1)N1N=C(C(F)F)CC1(O)C(F)F (stereo not given)	5	3	-0.6	1	-10	6	-6	-5	8
C=CCc1c(C)nc(SC)nc1Nc1ccc(C)cc1	-1	2	-3.2	-23	-2	7	43	-3	-17
COc1ccc2nc3ccccc3nc2c1	5	2	-0.5	4	-10	13&6	-9	1	-7
Cc1nnnn1/C(=C\c1ccccc1)C(=O)OCC(=O)NC(C)(C)C	-1	-3	0.2	-8	-2	3	-33	2	-2
Cc1ccc(-c2cc(C(=O)Nc3sc4c(c3C(=O)NCc3ccco3)CCC4)[nH]n2)c(O)c1	-7	6	3.5	-2	-15	8	9	-3	10
Cc1cccc(N2C(=O)C(Cl)=C(Nc3c(C)n(C)n(-c4ccccc4)c3=O)C2=O)c1C	1	1	1.1	23	3	-5	19	-1	7
COc1ccc(C2(CNC(C)=O)CCOCC2)cc1OC	4[fluorescence artefact?]	-8	1.1	-9	-17	8	21	2	8
COC(=O)c1ccc(CSc2nnc(NC(C)C)s2)cc1	3	-6	-0.2	-7	-8	13	-41	3	1
CCOc1ccc(NC(=O)NCCCn2c(C)nc3cc(C)c(C)cc32)cc1	9	-4	0.6	3	4	4	-24	6	8
Cc1ccc2[nH]c(=O)c(CN(CCCN(C)C)C(=O)Nc3ccc(F)cc3)cc2c1	0	16*	-1.6	-12	1	0	-46	7	-18
COc1ccc(Br)cc1CN(C)CC(=O)Nc1cccc(S(N)(=O)=O)c1	1	-4	-0.7	-7	-5	4	-18	-3	-1
C=CCn1c(CSCc2ccc(Cl)cc2Cl)nnc1SCC(=O)Nc1ccc(C(=O)O)cc1	-13	-2	0.9	4	10	6	-24	·	-6
Cc1cc(NS(=O)(=O)c2ccc(NC(=O)C(C)N3C(=O)c4ccccc4C3=O)cc2)nc(C)n1 (stereo not given)	-3	3	1.3	-22	-13	5	-7	-2	2
CCn1c(=NC(=O)CN2C(=O)CCC2=O)sc2c(C)cc(C)cc21	-1	2	-3.8	-18	-5	10	7	0	-3
CCN(CC)CC#CCC(OC)(c1ccccc1)c1ccccc1	1	-8	-0.2	-13	5	0	13	19	-22
C=CCNc1ncnc2c1[nH]c1ccccc12	5	6	-2.9	-23	9	13	-32	5	-20
O=C(C[n+]1ccccc1)c1ccc(-c2ccccc2)cc1	-1	-2	0.7	-7	-15	9	-13	8	-2
O=C(O)CCCCCNC(=O)c1ccccc1	3[fluorescence artefact?]	-5	1.5	4	-18	5	9	-6	-9
O=c1[nH]nc(N/N=C/c2ccccc2OC(F)F)c(=O)[nH]1	2	11	-0.1	14	-2	4	-7	·	16

For reference, part of the list above:
SMILES	eIF4E-4G inh	p97 ATPase inh	S1P4 agonist	NPY-Y1 PAM-ag	S1P4 antagonist	PGE2 EP2 inh	EP2 mod	NPY Y1 blocker	NPY-Y2 PAM-ag
Cc1nnnn1/C(=C\c1ccccc1)C(=O)OCC(=O)NC(C)(C)C	-1	-3	0.2	-8	-2	3	-33	2	-2
Cc1ccc(-c2cc(C(=O)Nc3sc4c(c3C(=O)NCc3ccco3)CCC4)[nH]n2)c(O)c1	-7	6	3.5	-2	-15	8	9	-3	10
Cc1cccc(N2C(=O)C(Cl)=C(Nc3c(C)n(C)n(-c4ccccc4)c3=O)C2=O)c1C	1	1	1.1	23	3	-5	19	-1	7
COc1ccc(C2(CNC(C)=O)CCOCC2)cc1OC	4[fluorescence artefact?]	-8	1.1	-9	-17	8	21	2	8
COC(=O)c1ccc(CSc2nnc(NC(C)C)s2)cc1	3	-6	-0.2	-7	-8	13	-41	3	1

The listing continues.
SMILES	eIF4E-4G inh	p97 ATPase inh	S1P4 agonist	NPY-Y1 PAM-ag	S1P4 antagonist	PGE2 EP2 inh	EP2 mod	NPY Y1 blocker	NPY-Y2 PAM-ag
COc1cc(OC)nc(NC(=O)CSc2nc3ccccc3[nH]2)n1	-8[fluorescence artefact?]	-5	0.3	-24	-8	6	-3	-8	-21
COc1ccc(/C=C2/NC(=O)N(CC(=O)Nc3cccc(C)c3)C2=O)cc1O	0	-2	-1.4	-7	-14	8	-26	0	-2
Cc1ccc(N2Cc3ccccc3OC(C)C2=O)cc1 (stereo not given)	-6	2	2.7	-2	5	13	-15	0	-9
Cc1sc2nc(CN3CCCCC3)nc(Nc3ccc4c(c3)OCCO4)c2c1C	1	-1	1.3	-5	-6	1	-27	-1	-17
CC(c1ccc(F)cc1)n1c(Cn2ncc3ccccc3c2=O)n[nH]c1=S (stereo not given)	0	3	0.8	5	-20	5	28	4	5
CCc1c(C(=O)NCc2cnn(C)c2)csc1C	0	0	-1.1	16	-7	10	34	1	1
O=C(c1cccc(S(=O)(=O)N2CCc3ccccc32)c1)N1CCN(c2ccccn2)CC1	0	-1	3.0	-5	-9	4	0	7	13
Cn1cc(C(=O)N2CCc3ccccc3C2)c(=O)c2cc(S(=O)(=O)N3CCOCC3)ccc21	1	-1	-0.7	-12	-6	1	-4	1	3
N/C(=N/OCC(=O)Nc1cccc2ccccc12)c1nonc1N	-5	4	1.3	-22	-1	14	19	-8	8
O=C(CSc1nnc(C2COc3ccccc3O2)o1)Nc1ccc(F)cc1Cl (stereo not given)	-1	6	1.1	14	1	6	-2	2	-3
CCc1ccc(OCC(=O)N/N=C/c2cc([N+](=O)[O-])ccc2N2CCOCC2)cc1	4[fluorescence artefact?]	0	-1.6	-10	-10	9	-37	17	-18
Cc1cccc(NC(=O)c2ccc([N+](=O)[O-])o2)n1	-6	4	-0.7	-24	-7	6	22	-3	10
CCOC(=O)C1=C(C)NC(=O)NC1c1c(O)ccc2ccccc12 (stereo not given)	-4	1	-1.6	10	-46	10	-21	-4	7
CN(C)c1ccc(NC(=O)Nc2ccc3snnc3c2)cc1	12	-2	0.6	22	-31	13	-34	-12	17
O=C(O)C1Sc2[nH]c(=O)sc2C2c3cc(Br)ccc3OC(=O)C12 (stereo not given)	-3	14	-0.4	14	21	14	1	·	2
O=C(CN1CCN(S(=O)(=O)c2ccc(Br)cc2)CC1)N/N=C/c1ccco1	-2	-3	0.4	-15	-13	4	2	3	-4
Cc1nc2ccccn2c1C(=O)CSc1ccc(Cl)cc1Cl	0[fluorescence artefact?]	-4	1.6	-20	2	10	70*	5	-19
COc1cc(OC)c2c(-c3ccccc3)cc(=O)oc2c1	-1	2	-0.5	-11	1	17	49	3	-12
Cc1nnc(NC(=O)CSc2n[nH]c(-c3ccccc3)n2)s1	-4	6	4.3	-1	2	12	13	6	-9
CC(C)(C)n1nc2c(c1NC(=O)COc1ccc(Cl)cc1)CS(=O)(=O)C2	-1	-3	2.6	4	2	8	10	1	0
COc1ccc2oc(=Nc3cc(F)ccc3F)c(C(N)=O)cc2c1	-8	4	1.7	11	-8	6	-20	-4	16
CN(n1cnc2ccccc2c1=O)S(C)(=O)=O	4	7	3.6	6	3	4	-3	·	2
Cc1cc(N2CCCCC2)nc(SCc2ccc(C#N)cc2)n1	8	-1	1.2	-16	2	8&9	39&40	9	-8
CCCCC(=O)OCC(=O)c1[nH]c(C)c(C(=O)OCC)c1C	-10	-6	-1.4	-8	7	9	-3	4	-11
Cc1ccc(NC(=O)CSc2nc3nc(C)cc(C)c3c(=O)[nH]2)cc1	-4	5	1.8	24	-12	10	30	6	7
Next part:
SMILES	eIF4E-4G inh	p97 ATPase inh	S1P4 agonist	NPY-Y1 PAM-ag	S1P4 antagonist	PGE2 EP2 inh	EP2 mod	NPY Y1 blocker	NPY-Y2 PAM-ag
NS(=O)(=O)c1ccc(NC(=O)COC(=O)COc2ccccc2)cc1	4	5	1.3	-10	-16	9	20	-2	4
CCC(=O)N(Cc1cc2cc(OC)ccc2[nH]c1=O)c1ccc(C)cc1C	-3	3	0.4	-9	-9	11	-54	4	9
O=C(COc1ccccc1)NC(=S)Nc1ccc2c(c1)Cc1ccccc1-2	-3	-6	-0.6	-11	-15	23	-67	3	6
CCOc1ccccc1NC(=O)/C=C/C(N)=O	6	10	-0.6	-7	-12	6	-179	2	1
COc1ccc(-c2nnc3ccc(SCC(=O)Nc4cc(C)on4)nn23)cc1OC	-6	-1	0.8	2	2	9	14	3	11
O=C(Nc1nnc(SCc2ccccc2Cl)s1)c1cccc([N+](=O)[O-])c1	5	3	2.7	-3	-14	9	11	-2	4
CSc1cccc(NC(=O)CN(c2ccccc2)S(=O)(=O)N(C)C)c1	-6[fluorescence artefact?]	5	0.2	44	7	5	3	20*	-17
CN(CCO)c1ccc(-c2nn(C)c(=O)c3ccccc23)cc1[N+](=O)[O-]	2	-7	-0.9	-8	-4	5	-26	·	8
CCc1ccccc1NC1=NCC(=O)N1Cc1ccccc1	4	1	2.2	12	4	5	6	1	16
COc1ccc2c3c(c(=O)oc2c1OCC(=O)C(C)(C)C)CCCC3	-1	-2	-3.9	-37	-14	10	1	10	-3
C=CCn1c(SCC(=O)N2CCc3ccccc3C2)nc2sc(C)cc2c1=O	1[fluorescence artefact?]	-4	0.3	6	-2	13	12	0	-5
Cc1cc(C)cc(NC(=S)/C(=C(\[O-])c2ccc(Cl)s2)[n+]2cccc(C)c2)c1	-3	0	-0.2	-5	-7	8	-3	4	-8
CCN(CC)C(=S)NC(=O)c1ccc(F)cc1	1	-1	-0.5	10	4	7	5	2	7
CCOC(=O)CC(=O)CSc1ccc2nnc(-c3ccccc3)n2n1	-3	3	0.7	14	-1	9	-10	0	12
CN(c1ccc(C(=O)NCc2ccccn2)cc1)S(C)(=O)=O	0	1	-1.2	-7	-1	8	9	1	3
COc1ccc(NS(=O)(=O)c2ccc(N3CCOCC3)c(NC(=O)c3ccccc3Br)c2)cc1	6	6	-2.6	20	15	8	8	·	5
CCNC(=S)Nc1ccc(NC(=O)c2ccccc2O)cc1	-3	4	-0.2	10	7	4	4	·	13
COc1cc(C2NC(=O)NC(O)(C(F)(F)F)C2C(=O)c2ccc(Cl)cc2)ccc1O (stereo not given)	-11	1	-0.7	-7	4	6	39	4	3
Cc1cccc(N2C(=O)CC(Sc3nc(C)cc(C)n3)C2=O)c1 (stereo not given)	-9	1	-0.8	2	-21	14	-12	3	-6
COc1ccc(S(=O)(=O)Nc2cccc(Cl)c2)cc1OC	-3	0	1.0	68*	0	6	-4	-15	58*
Cc1cccnc1NC(=O)CCCN1C(=O)c2ccccc2C1=O	-5	3	1.9	-24	-13	6	0	-5	13

A portion of the library; the hit share may differ from the screen's.
